SRC1 TRFRET art = TR-FRET detection interference compounds, primary screen, artefact control for PPARgamma SRC-1 recruitment agonists, biochemical, TR-FRET emission ratio | TR-FRET detection artefact counter-screen; stronger effect = higher value | TR-FRET ratio at 8 µM | actives 0.34% (n = 99,000); in the data active = TR-FRET ratio above about 2300; also: inactives centre near 1800
SRC3 TRFRET art = TR-FRET detection interference compounds, artefact control for PPARgamma SRC-3 recruitment agonists, biochemical, TR-FRET ratio; TR-FRET artefact counter-screen, PPARgamma/SRC-3 format; stronger effect = higher value; TR-FRET ratio at 8 µM; actives 0.39% (n = 99,000); AID 1048, 2008; in the data active = TR-FRET ratio above about 2000; also: inactives centre near 1600
Numbers without * were called inactive. This is a subset. The share of hits here may be higher or lower than overall.

SMILES | SRC1 TRFRET art | SRC3 TRFRET art
Cc1nc(S/C(=C/c2ccc(OCc3ccc(C(=O)O)cc3)cc2)C(=O)O)n[nH]1 | 1884 | 1438
COc1c([N+](=O)[O-])c(=O)n(-c2ccccc2)c2ccccc12 | 1486 | 1497
O=C(Nn1c(Cc2cccs2)nc2ccccc2c1=O)c1cccs1 | 1789 | 1611
COc1ccccc1Cn1c(=O)c2ccccc2n2c(SCC(=O)N3CCCCC3)nnc12 | 1862 | 1607
CCOP(=O)(OCC)c1nc(-c2cccc3ccccc23)oc1N1CCCCC1 | 1840 | 1819
O=c1cc(NCCc2ccccc2)c2ccccc2o1 | 1805 | 1648
Cc1ccc(C2c3c(oc4ccccc4c3=O)C(=O)N2c2nnc(C(C)C)s2)o1 (stereo unspecified) | 1660 | 1431
Cc1cc(=O)n2c3ccccc3n(CC(O)CN3CCOCC3)c2c1C#N (stereo unspecified) | 1657 | 1497
Cc1[nH]c2ccccc2c1/C=N/NC(=O)Cc1cccs1 | 1860 | 1564
FC(F)(F)c1nc2ccccc2c2nc3ccccc3n12 | 2024 | 1557
Oc1c(C(c2ccc(F)cc2)N2CCc3ccccc3C2)sc2ncnn12 (stereo unspecified) | 1975 | 1862
CC1Cc2ccccc2N1C(=O)CSc1nn2c(=O)c(C(C)(C)C)nnc2s1 (stereo unspecified) | 1908 | 1654
CCCC(=O)Nc1c(C(=O)OCC)oc2ccccc12 | 1795 | 1490
CC(=O)Nc1ccccc1NC(=O)C/C(C)=N/NC(=O)c1ccccn1 | 1739 | 1392
N/N=C(\c1ccccc1)C12CN3CN(CN(C3)C1)C2 | 1599 | 1372
CCOC(=O)C1(Cc2cccc(OC)c2)CCN(Cc2cccc(OC)c2OC)CC1 | 1548 | 1409
COc1cc2c(cc1OC)CN(S(=O)(=O)c1cccs1)CC2 | 1887 | 1323
C#CCNC(=O)C1=C[C@@H](c2ccccc2)C[C@@H](OCc2ccc(CO)cc2)O1 | 1614 | 1540
O=S(=O)(c1cccs1)N1CCC(CO)(Cc2ccc(Cl)cc2)CC1 | 1710 | 1457
O=C(O)c1cc(S(=O)(=O)N2CCCCC2)sc1Cl | 1769 | 1489
CC(=O)Nc1ccccc1/C=C/c1ccc2c(C)ccc(O)c2n1 | 1661 | 1559
CCOc1ncccc1C(=O)OCc1ccc(C#N)cc1 | 1741 | 1716
CCCc1cc(=O)oc2cc(OCc3cccc(OC)c3)c(Cl)cc12 | 1783 | 1482
COc1cccc(CC2(CO)CCCN(Cc3ccc(C)s3)C2)c1 (stereo unspecified) | 2023 | 1512
CCOc1ccccc1OCCC(=O)OCC(=O)c1ccc[nH]1 | 1910 | 1681
CCOc1ccc(OCC)c(NC(=O)CCCN2C(=S)NC(C)(C)CC2C)c1 (stereo unspecified) | 1767 | 1465
N#Cc1c(-c2ccccc2)nc(SCC(=O)NC2CCCCC2)[nH]c1=O | 2194 | 1610
Cc1c(Nc2cc(Cl)c3nonc3c2[N+](=O)[O-])c(=O)n(-c2ccccc2)n1C | 1919 | 1625
CCCOc1ccc(NC(=O)C2OC3OC(C)(C)OC3C3OC(C)(C)OC23)cc1 (stereo unspecified) | 1611 | 1464
Cc1cccc(C2c3[nH]c4ccccc4c3CCN2C(=O)c2cn(C)c3ccccc3c2=O)n1 (stereo unspecified) | 1835 | 1796
Fc1ccccc1-c1csc(=Nc2cccnc2)n1CC1CCCO1 (stereo unspecified) | 1708 | 1357
Cn1c(N)c(C(=O)COC(=O)COc2ccc3ccccc3c2)c(=O)n(C)c1=O | 2152 | 1728
O=C(NCc1cccs1)C(=O)NCC1OCCCN1S(=O)(=O)c1cccs1 (stereo unspecified) | 1717 | 1489
Cc1ccc(OCC(=O)Nc2cccc(S(=O)(=O)N3CCCCC3)c2)c([N+](=O)[O-])n1 | 1791 | 1609
CC(C)CC(O)C1CCN(C(=O)CCc2nnc(-c3ccccc3)o2)CC1 (stereo unspecified) | 1672 | 1491
O=C(COc1ccc(S(=O)(=O)NC2CCCC2)cc1)NCC1CCCO1 (stereo unspecified) | 1676 | 1486
CC(C(=O)NCc1ccc2c(c1)OCO2)c1ccc([N+](=O)[O-])cc1 (stereo unspecified) | 1941 | 1594
O=C(c1ccc2c(c1)OCO2)C1CCCN(C(=O)c2cnn(Cc3ccccc3)c2)C1 (stereo unspecified) | 1535 | 1504
CCCn1c(SCC(=O)Nc2cc(S(=O)(=O)N(C)C)ccc2OC)n[nH]c1=O | 1895 | 1521
Cc1ccc(S(=O)(=O)N2CCCC2C(=O)OCc2nc3sc(C)c(C)c3c(=O)[nH]2)cc1 (stereo unspecified) | 1720 | 1668
N#Cc1cc(NC(=O)c2ccc(F)cc2)c(=O)n2c1[nH]c1ccccc12 | 1774 | 1719
C/C=C/c1ccc(OCCOc2ccc(C=O)cc2OC)c(OC)c1 | 1953 | 1595
O=C(NN1C(=O)c2ccc(-c3ccc4c(c3)C(=O)N(NC(=O)c3cccnc3)C4=O)cc2C1=O)c1cccnc1 | 1745 | 1713
CC(C)=CCN1CCN(Cc2cccn2-c2ncccn2)CC1CCO (stereo unspecified) | 1692 | 1597
COc1ccc(-c2nc(-c3ccc4c(c3)OCO4)[nH]c2-c2ccc(OC)cc2)cc1 | 1811 | 1875
COc1ccc(Nc2cnn(-c3nc4ccccc4s3)c(=O)c2Cl)cc1 | 2001 | 1521
Cc1ccccc1OCCC(=O)Nc1ccc(Cl)cc1F | 1678 | 1524
CCOc1ccc2nc(C(=O)N3CCCC(C)C3)sc2c1 (stereo unspecified) | 1812 | 1863
COCCNC(=O)/C(C#N)=C\c1ccc(CNS(=O)(=O)c2ccc(C)cc2)o1 | 1562 | 1555
Cc1c(C(=O)Nc2ccc3c(c2)CCC3)cccc1[N+](=O)[O-] | 1834 | 1689

(list continues)
SMILES | SRC1 TRFRET art | SRC3 TRFRET art
CC(c1n[nH]c(=S)n1-c1ccc(Cl)cc1)N(C)C (stereo unspecified) | 1833 | 1627
O=C(Oc1coc(CSc2ncccn2)cc1=O)c1ccco1 | 1635 | 1616
CCCCNC(=O)N(C)c1nc2ccccc2s1 | 1787 | 1694
COc1ccc(CC(=O)N2N=C(c3ccncc3)CC2(O)C(F)(F)F)cc1 (stereo unspecified) | 1861 | 1625
c1ccc(-c2cc3c(N4CCN(c5ccccc5)CC4)ncnc3s2)cc1 | 1884 | 1819
CC(C)=CCCC(C)CN1CCC(N2CCC(C(=O)N3CCCC3)CC2)CC1 (stereo unspecified) | 1878 | 1721
Cc1ccc(NC(=O)CSc2nnc(-c3ccco3)o2)c(C)c1 | 1863 | 1505
CCOC(=O)c1c(NC(=O)c2cc(-c3cccc(O)c3)on2)sc(C(C)=O)c1C | 1864 | 1543
O=C(O)c1cnn2c1C(=O)N(Cc1cccs1)CC2 | 1571 | 1402
CCc1ccccc1NC(=S)/N=C(\N)Nc1nc(C)c2cc(C)ccc2n1 | 1836 | 1497
CCOC(=O)c1nn(-c2ccccc2F)c2nc(Nc3ccccc3)cc(=O)n12 | 1849 | 1609
N#C/C(=C\c1ccncc1)c1nc2ccccc2[nH]1 | 1723 | 1394
Cc1cccc(NC(=O)C2CCCN2C(=O)NC2CCCCC2)c1 (stereo unspecified) | 1622 | 1695
COCCN1C(=S)NC(c2cccc(C(F)(F)F)c2)C(C(=O)N2CCOCC2)=C1C (stereo unspecified) | 1336 | 1430
CC(=O)Nc1ccc(N(C(=O)Cc2c[nH]c3ccccc23)C(C(=O)NC2CCCCC2)c2ccco2)cc1 (stereo unspecified) | 1827 | 1523
CN1CCN(NC(=S)Nc2ccc(Oc3ccccc3)cc2)CC1 | 1615 | 1310
CC(=O)O[C@H]1CC[C@H]2[C@@H]3CCc4cc(O)ccc4[C@H]3CC[C@]12C | 1494 | 1568
CN(C)c1ccc(NC(=O)CCn2c(=S)oc3ccccc32)cc1 | 1828 | 1583
O=C(/C=C/c1ccco1)NCC(=O)N/N=C/c1ccc(Cl)cc1 | 1530 | 1522
NC1=NC(=O)C(CC(=O)NCc2ccccc2)S1 (stereo unspecified) | 1558 | 1528
C/C(=N\NC(=O)c1c[nH]c2ccccc12)c1ccc2c(c1)OCO2 | 2081 | 1669
Cc1ccc(C(=O)NN2C(=O)/C(=C/c3cccn3C)SC2=S)cc1 | 1591 | 1630
Cc1ccc(S(=O)(=O)NNC(=S)NC(=O)c2ccc([N+](=O)[O-])cc2)cc1 | 1722 | 1600
CCc1cccc(C)c1NC(=S)N1CCCC1C(=O)O (stereo unspecified) | 1971 | 1773
CCN(CC)C(=O)c1ccc2nc(-c3ccccc3)c(-c3ccccc3)nc2c1 | 1775 | 1549
COC(=O)c1sccc1NC(=O)CSc1ccccc1NC(=O)CNC(C)C | 2016 | 1578
O=C(N/N=C/c1cccnc1)c1ccccc1[N+](=O)[O-] | 1602 | 1325
Cc1cc(C(=O)COC(=O)C2=NN(c3ccccc3)C(=O)CC2)c(C)n1CC(F)(F)F | 1924 | 1607
CN(C(=O)CO/N=C/c1ccc(OC(F)F)cc1)C1CCS(=O)(=O)C1 (stereo unspecified) | 2030 | 1632
COc1ccc(/C=C/C(=O)NCc2nc3ccccc3[nH]2)cc1OC | 1650 | 1553
Cc1cc(C)nc(CCNC(=O)c2cc(COc3ccc(F)cc3F)on2)n1 | 1957 | 1866
O=C(c1ccco1)N1CCn2cccc2C1c1ccccc1 (stereo unspecified) | 1686 | 1400
CCC(C)NS(=O)(=O)c1ccc(F)c(C(=O)Nc2c(F)cc(F)cc2Br)c1 (stereo unspecified) | 1665 | 1475
CCOc1cccc(-c2nnc3sc(-c4cccs4)nn23)c1 | 1656 | 1566
COc1cc(SC)ccc1C(=O)N1CCCCCC1 | 2103 | 1514
COc1ccc(-c2csc(NC(=O)c3ccoc3C)n2)cc1 | 1732 | 1562
CCOC(=O)c1c(NC(=O)Cn2cnc3sc(C)c(-c4ccccc4)c3c2=O)sc(C)c1C | 1746 | 1693
CCOC(=O)c1[nH]c2ccccc2c1NC(=S)Nc1ccccc1C | 1939 | 1651
Nc1cc(=O)[nH]c(SCC(=O)Nc2ccccc2-c2ccccc2)n1 | 1854 | 1341
CC(OC(=O)c1ccc(NS(=O)(=O)c2cccs2)cc1)C(=O)N(C)C1CCCCC1 (stereo unspecified) | 2122 | 1602
Brc1ccc(-c2nnc3sc(CNC4CCCC4)cn23)cc1 | 1864 | 1818
NC(=O)NNc1ncc(C(F)(F)F)cc1Cl | 1762 | 1730
S=C1NC2(CCCCC2)N=C1c1ccccc1 | 1555 | 1356
CC(C)(C)OC(=O)COc1cc(O)c2c(=O)cc(-c3ccccc3)oc2c1 | 1933 | 1622
O=C(c1n[nH]c2ccccc12)N1CCN(c2ccc(F)cc2)CC1 | 1836 | 1663
COc1ccccc1NS(=O)(=O)c1ccc(/C=C/C(=O)O)cc1 | 1699 | 1521
Cc1cccc(C)c1Nc1nc2ccccc2o1 | 1701 | 1592
Cc1cc(N2CCOCC2)nc(N2CCOCC2)n1 | 1952 | 1651
CC(=O)NS(=O)(=O)c1ccc(N=NN2CCCCC2)cc1 | 1763 | 1408
CCCC(CCC)=NNC(=O)CN(Cc1ccccc1)S(=O)(=O)c1ccccc1 | 1686 | 1535

The list goes on:
SMILES | SRC1 TRFRET art | SRC3 TRFRET art
CC(C(=O)NCc1ccco1)c1ccc([N+](=O)[O-])cc1 (stereo unspecified) | 1765 | 1596
O=C(CCCN1C(=O)/C(=C\c2cccs2)SC1=S)Nc1cccc(C(=O)O)c1 | 1723 | 1617
C=CCN(CC=C)CCOc1ccccc1[N+](=O)[O-] | 1941 | 1437
CNC(=O)COC(=O)CCC(=O)c1cccs1 | 2066 | 1525
CCOC(=O)/C(C#N)=C(C)/C=C1\Sc2ccccc2N1CC | 1964 | 1551
CCOC(=O)N1CCN(S(=O)(=O)c2cc([N+](=O)[O-])ccc2C)CC1 | 1948 | 1377
Clc1c(-c2nnc3n2CCC3)sc2ccccc12 | 2238 | 1832

Screening results (PubChem)
